# Calb biofilm kill: kills Candida albicans biofilms. C. albicans biofilm + clotrimazole, Alamar Blue. inhibition, % at 6 µM. hit rate 0.14% among 85,000;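 active means inhibition above 20%; inactive means inhibition below 20%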;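 further: preformed 24 hr biofilms exposed to compound for 48 hr; 0% = biofilm without compound and 100% = blank killed by clotrimazole plus chlorhexidine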
# F-actin modifier: cytoskeleton assembly modification; HUVEC TNFa F-actin phalloidin imaging, high content; inhibition, % at 2 µM; hit rate 0.18% among 91,000; AID 836;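 active means inhibition above the batch mean plus 3 SD and confirmed as a hit by visual image inspection, cut at about 30% in these data, passing the limit was not always enough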; further: strong numbers were not always called active
# TNFa cytotox: toxic to HUVEC cells under TNF alpha stimulation. HUVEC TNFalpha-stimulated, Hoechst cell count, imaging. cell count reduction, % at 2 µM. hit rate 0.17% among 93,000. AID 848;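 active means cell count reduction exceeding the screen mean by over 5 SD, scaled to untreated wells per plate, cut at about 78% in these data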;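 further: cells counted after 24 h of TNF alpha exposure following the 1 h pretreatment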
# hDAT+cocaine: human DAT dopamine uptake with cocaine, either direction; Q01959; LLC-PK1 hDAT cells, [14C]-dopamine uptake with cocaine IC80; actives deviate in either direction; B-score at 10 µM; hit rate 1.3% among 110,000; AID 449768;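 active means Z score or B-score, a plate-position-corrected score, falls beyond the plate's 99.7% confidence bounds, in either direction; inactive means both scores lie inside the 99.7% bounds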;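 further: scored against the spread of the other compound wells on the same plate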
# VCAM1 TNFa inh: reduces TNF alpha induced VCAM1 expression in HUVEC | inhibition, % at 2 µM | HUVEC TNFa-induced VCAM-1 immunofluorescence, high-content imaging | hit rate 0.48% among 95,000;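 active means inhibition above the batch mean plus 3 SD, with images confirmed as a hit by eye, cut at about 37% in these data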;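 further: 0% = TNF-stimulated DMSO wells and 100% = unstimulated control wells; not every result past the cut was called active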
# MT1-MMP txn act: MT1-MMP promoter transcription activation | activation factor at 10 µM | AID 750 | HT1080 MT1-MMP promoter luciferase reporter, luminescence, overnight; active compounds read high | hit rate 0.16% among 86,000;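 active means activation factor of at least 2 for MT1-MMP transcription at 10 µM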
# Smad3 inh: blocks human Smad3 binding to FoxH1 peptide; hit rate 0.29% among 88,000; TR-FRET Smad3/Dy647-FoxH1 peptide binding, europium anti-His; AID 630; inhibition, % at 25 µM; P84022;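 active means compounds that reduce the energy-transfer binding signal between the protein and its labelled peptide by more than half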;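 further: 0% = Smad3 plus labelled peptide maximal FRET and 100% = peptide-only background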
# LYP inh 2: blocks human PTPN22 phosphatase activity; hit rate 0.21% among 96,000; Q9Y2R2; inhibition, % at 2 µM; recombinant LYP catalytic domain, DiFMUP fluorescence;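 active means inhibition at 2 µM at or above a set limit, the screen mean plus 3 SD, cut at about 24% in these data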;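 further: 0% = DMSO with enzyme and 100% = enzyme fully blocked by orthovanadate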
# Target sequence (Q9Y2R2 whole entry, looked up, the tested form may be a part): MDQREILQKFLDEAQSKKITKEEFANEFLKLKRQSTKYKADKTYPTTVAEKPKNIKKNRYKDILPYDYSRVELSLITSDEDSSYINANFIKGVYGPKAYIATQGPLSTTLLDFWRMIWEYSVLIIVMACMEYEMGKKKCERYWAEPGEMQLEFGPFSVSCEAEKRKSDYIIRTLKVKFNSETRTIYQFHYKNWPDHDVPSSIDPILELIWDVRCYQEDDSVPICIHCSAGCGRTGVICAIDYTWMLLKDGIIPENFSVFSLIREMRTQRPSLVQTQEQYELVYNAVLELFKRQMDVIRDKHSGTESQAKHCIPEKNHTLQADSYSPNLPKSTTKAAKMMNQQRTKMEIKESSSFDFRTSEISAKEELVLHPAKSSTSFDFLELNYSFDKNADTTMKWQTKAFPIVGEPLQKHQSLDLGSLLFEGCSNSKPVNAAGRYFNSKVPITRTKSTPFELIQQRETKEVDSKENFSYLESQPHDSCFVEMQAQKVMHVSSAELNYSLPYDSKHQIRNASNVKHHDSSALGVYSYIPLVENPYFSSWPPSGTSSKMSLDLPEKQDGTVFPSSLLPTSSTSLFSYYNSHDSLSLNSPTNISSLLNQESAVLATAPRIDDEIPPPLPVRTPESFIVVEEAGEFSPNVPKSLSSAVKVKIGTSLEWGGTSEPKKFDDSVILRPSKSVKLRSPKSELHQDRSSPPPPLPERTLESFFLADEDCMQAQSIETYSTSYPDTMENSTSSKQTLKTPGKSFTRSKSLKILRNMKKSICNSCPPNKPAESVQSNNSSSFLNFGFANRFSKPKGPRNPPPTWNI
# IL1B cytotox: toxic to HUVEC cells under IL-1B stimulation; cell count reduction, % at 2 µM; HUVEC cell count loss, Hoechst imaging, IL-1B stimulated; hit rate 0.41% among 94,000;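 active means cell count reduction more than 3 SD above the screen-wide mean, cut at about 70% in these data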;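 further: normalized per plate to untreated control cells as the no-loss baseline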
# * marks the source's active call; other numbers are inactive results; . = no result given; [ ] = another dose, or the depositor's remark. Not all compounds are listed; rates above refer to the full screens.
SMILES,Calb biofilm kill,F-actin modifier,TNFa cytotox,hDAT+cocaine,VCAM1 TNFa inh,MT1-MMP txn act,Smad3 inh,LYP inh 2,IL1B cytotox
O=C(CN1C(=O)C2CCCCC2C1=O)Nc1nc(-c2ccccn2)cs1 (stereo unspecified),10,.,12,-0.82,6,1.1,1,6,8
O=C(NCc1ccc2c(c1)OCO2)c1cccc(Cl)c1,9,.,.,-0.14,.,1.3,-6,.,.
CCSc1nc(-c2ccc(OC)cc2)cc(-c2ccccc2)c1C#N,9,.,-92,-0.021,-8,1.2,-4,6,-17
Cc1cc(C=O)c(C)n1-c1ccc(N2CCOCC2)cc1,5,1,-13,-0.19,1,1.2,5,6,8
COc1ccc(C2(NC(C)=O)CCN(C(=O)CCC(=O)O)CC2)cc1,5,-15,.,-0.62,18,.,-12,0,14
CCCC(=O)Nc1cc(-c2nn(C)c(=O)c3ccccc23)ccc1N1CCCCC1,5,-7,-14,-0.13,8,1,5,-1,-9
O=C(NC1CCCCC1)C1CCC(CNS(=O)(=O)c2cccc3nsnc23)CC1 (stereo unspecified),5,6,10,0.4,14,.,-19,3,-1
CC(=O)c1cccc(NC(=O)c2nccnc2C(=O)O)c1,1,17,-28,-0.58,-24,1.2,-10,3,7
CCOC(=O)c1cc2occc2n1CC(=O)Nc1ccc(OC)cc1OC,4,.,.,-1.7,.,1.3,-7,.,.
N=c1n(CCN2CCCCC2)c2ccccc2n1CC(O)COc1ccccc1 (stereo unspecified),6,-16,2,0.65,8,1.1,6,-5,-37
O=C(Nc1ccc2nc(-c3ccco3)c(-c3ccco3)nc2c1)NC1CC1,8,-26,-15,-0.42,11,1.1,45,8,-16
COC(=O)c1cn(NC(=O)c2ccc(F)cc2)c(=O)c2ccccc12,8,3,-2,1.1,19,1.2,3,-4,10

# The list goes on (two carried over from the part before).
SMILES,Calb biofilm kill,F-actin modifier,TNFa cytotox,hDAT+cocaine,VCAM1 TNFa inh,MT1-MMP txn act,Smad3 inh,LYP inh 2,IL1B cytotox
O=C(Nc1ccc2nc(-c3ccco3)c(-c3ccco3)nc2c1)NC1CC1,8,-26,-15,-0.42,11,1.1,45,8,-16
COC(=O)c1cn(NC(=O)c2ccc(F)cc2)c(=O)c2ccccc12,8,3,-2,1.1,19,1.2,3,-4,10
COc1cc(NC(=S)NCc2ccco2)cc(OC)c1,.,7,-10,-0.37,1,.,.,8,-27
O=C1C(C=NCCCn2ccnc2)=C(O)c2ccccc21,-1,5,-4,-0.79,10,1.1,-19,3,-5
Cc1c(C(=O)NC2=NCCS2)oc2ccccc12,7,-5,16,0.76,26,.,1,-2,3
COC(=O)CSc1nc(N2CCCCC2)c2c(c1C#N)CCCC2,2,-14,-12,-0.83,12,1.2,17,-7,0
COC(=O)c1ccc(CN(c2ccccn2)S(=O)(=O)c2ccccc2)cc1,-4,1,-9,-0.044,0,1.1,1,7,-7
O=C(NCCn1ccc2ccccc21)c1ccc(S(=O)(=O)N2CCOCC2)cc1,15,-4,-15,-0.39,10,0.9,4,-4,3
CCC(=O)NC(Nc1cccc(C)n1)(C(F)(F)F)C(F)(F)F,7,17,19,-0.72,-9,1.1,-1,7,-15
O=C(O)CCCNS(=O)(=O)c1cccc2nsnc12,-1,-1,-17,-0.48,-15,1,7,4,-112
CCOC(=O)N1CCN(C(=O)C2CCCN(S(C)(=O)=O)C2)CC1 (stereo unspecified),3,-44,-9,0.75,6,1.1,-2,-4,-11
COc1ccc(NS(=O)(=O)Cc2ccccc2Cl)cn1,-4,42,-50,0.81,3,1,-9,5,-8
O=C(Cn1cccc1)N1CCN(C(c2ccccc2)c2ccccc2)CC1,4,4,-5,0.36,9,1,6,0,-50
CCCCN(CCNP(=O)(OCC)OCC)CP(=O)(OCC)OCC,-2,11,-19,0.37,1,1.1,-9,-1,10
Cc1cc2nc(N)sc2cc1C,5,-11,0,-1.2,20,1.1,5,-12,12
COc1ccc(CC(NC(C)=O)C(=O)NC2CCN(c3nc(C)cc(C)c3C#N)CC2)c(OC)c1 (stereo unspecified),5,.,.,2.4,.,1,8,.,.
CCc1nnc(NC(=O)CN2CCN(c3ccc(Cl)cc3)CC2)s1,5,-60,0,.,15,1.3,-8,-15,-27
O=C1OCCC1Sc1nc(-c2ccccc2)cs1 (stereo unspecified),3,.,.,1.2,.,1.1,6,-1,-38
Cc1[nH]c(=O)[nH]c(=O)c1S(=O)(=O)N1CCN(c2ccccc2F)CC1,.,-1,4,-0.41,5,.,.,-11,8
COC(=O)c1ccc(C2CC(=O)Nc3cc(OC)c(OC)cc32)cc1 (stereo unspecified),2,-2,-17,0.44,-6,1.2,3,10,-33
CCc1nc(SCC(=O)N2CCCc3ccccc32)c2oc3ccccc3c2n1,12,-35,11,-0.35,4,1.1,5,5,0
O=C(NC1CCCCCCC1)C1CCN(c2nc3ccccc3o2)CC1,0,19,37,0.16,26,1.1,-5,1,5
Cc1nnc2n1N=CC=C(c1ccccc1)S2,-3,-20,-18,-0.13,26,0.8,-9,-6,-61
N#Cc1cc(Cl)c(N2CCOCC2)cc1C#N,6,-26,4,0.023,-13,1,5,8,-152
Cc1ccc(CS(=O)(=O)CCC(=O)NCCN2CCCC2)cc1,6,-1,-3,-0.25,3,1,11[fluorescence artefact?],8,18
O=C(CN1CCNCC1)Nc1ccc(Oc2ccccc2)cc1,7,-32,47,0.007,23,1.3,-14,3,-3
CCOC(=O)c1sc(NC(=O)c2noc3c2CCCC3)c(C(=O)OCC)c1C,.,13,-21,.,-4,1.1,.,3,6
CC(NC(=O)CSc1nc2c(cc1C#N)CN(C)CC2)c1ccccc1 (stereo unspecified),8,-5,-10,-0.43,13,1,1,-8,-7
CCOC(=O)c1c(NC(=O)CSc2nnnn2CC)sc(C)c1C,2,1,-6,0.022,7,1.2,-1,-4,-44
c1ccc2c(-c3nn4nnnc4c4ccccc34)cccc2c1,10,.,-11,.,-7,1.2,2,12,-2
C=CCC(CC=C)(NC(=O)c1ccccc1)c1ccccc1,.,-5,-14,-0.92,-2,.,.,6,-10
CCOc1ccccc1C1CC(=O)Nc2c1c(=O)n(C)c(=O)n2C (stereo unspecified),.,-16,-12,0.14,15,.,.,4,-3
CCCOC(=O)c1c(NC(=O)/C=C/c2cnn(C)c2C)sc(C(=O)OCC)c1C,.,-28,2,0.67,16,.,.,-14,-13
CC1(C)CC(=O)C2=C(C1)OC1=C(C(=O)CC(C)(C)C1)C2c1ccc(O)cc1O,2,-16,2,-1.1,2,0.1,25,6,-49
CN(C)/N=C/C=C1\CC/C(=C\c2ccc(Br)cc2)C1=O,4,.,-6,.,-3,1.4,9,-1,0
Cc1ccc2nc(-c3ccc(NC(=O)C4CCCO4)cc3)[nH]c2c1 (stereo unspecified),7,9,-24,0.34,7,.,2,-9,5
COc1ccc(N=Cc2nc(-c3ccco3)oc2O)cc1,6,9,-17,-0.022,10,1.9,2,-45,-66
O=C(Nc1ccccc1N1CCN(c2ccc(F)cc2)CC1)C12CC3CC(CC(C3)C1)C2,5,-25,-4,-0.43,3,0.9,-4,-2,-28
CCC(C)(C)NC(=O)C(c1ccco1)N(C(=O)c1csnn1)c1cccc(F)c1 (stereo unspecified),10,-36,.,-0.29,.,1.2,15[fluorescence artefact?],-6,46
O=C(NCc1cccnc1)NC1(c2ccccc2)CC1,11,-16,6,0.042,15,1,8,4,-9
Cc1cc(C)cc(NC(=O)N2CCC(c3nc4ccccc4o3)CC2)c1,2,1,-32,0.34,22,1.1,8,2,-23
CCCc1ccc(-c2c(C)sc(NC(=O)c3ccnn3C)c2C#N)cc1,.,10,1,1.1,-7,.,.,5,8
COc1ccc(C(C(=O)NCc2ccccc2)N(Cc2ccc3c(c2)OCO3)C(=O)c2cnccn2)cc1 (stereo unspecified),0,10,-7,-0.002,-13,1.2,-1,13,-40
COc1ccccc1CN(Cc1nc2ccccc2c(=O)[nH]1)C(=O)Nc1ccccc1,2,11,28,-0.19,43,1.1,12[fluorescence artefact?],-12,-22
COc1ccc(CC(=O)NNC(=O)c2ccoc2C)cc1OC,.,20,-2,-0.11,-3,.,.,8,-2
COc1ccc(OC)c(/C=N\NC(=O)CSc2nnc(CCCc3ccc(OC)c(C)c3)o2)c1,.,-11,-18,-1,-3,.,.,9,-17
CCCC(=O)Nc1nn(C)c2nc3c(C)cccc3cc12,9,-26,-2,-0.27,-4,1,19[fluorescence artefact?],-20,-23
CCC(Oc1nc2ccccc2nc1-c1ccccc1NC(C)=O)C(=O)c1ccccc1 (stereo unspecified),.,-13,.,0.044,10,.,.,-4,-10
Cc1nn(C(=O)c2ccco2)c(C)c1Sc1ccc(Br)cc1,.,17,-5,.,7,.,.,2,-28
CC1CN(c2nc(-c3ccccc3)nnc2-c2ccccc2)CC(C)O1 (stereo unspecified),.,-4,-11,1.8,14,.,.,10,-86
Cc1ccsc1/C=N/N1CCN(c2ccccc2)CC1,.,-20,-3,-0.18,-10,.,.,6,37
CN(/N=C/c1c[nH]c2ccccc12)c1cnn(-c2ccc(F)c(Cl)c2)c(=O)c1Cl,1,-1,16,-1.6,-2,1.1,20[fluorescence artefact?],-2,-11
CCOc1c(Cl)cc(C(=O)Nc2ccccc2C(=O)O)cc1Cl,.,-2,-7,-0.62,-17,.,.,0,-12
COCCn1c(-c2ccsc2)nc2c1c(=O)[nH]c(=O)n2CC(C)C,.,-6,-23,-0.78,2,.,.,-1,-12
COC(=O)C(NC(=O)c1ccccc1)(Nc1nccs1)C(F)(F)F (stereo unspecified),7,-27,-5,-1.2,7,1.1,-11,-6,5
CCOc1ccc(C/C(N)=N/n2cnnc2)cc1,3,.,-33,-1.1,2,1.2,3,-3,7
COc1ccccc1/C=N/n1c(N)c(C(=O)NC2CCCCC2)c2nc3ccccc3nc21,.,20,-16,-0.076,1,.,.,20,17
O=C(c1ccco1)N(Cc1nc2ccccc2c(=O)[nH]1)C1CCCC1,7,8,-15,-1.8,-12,0.9,2,-4,-14
Cc1nn(Cc2ccccc2Cl)c(C)c1C(=O)Nc1nnc(C2CC2)s1,-1,3,-26,0.55,7,1.3,-4,7,-44
Cc1cc(C)c(NC(=O)CN2CCOCCOCCOCCOCC2)c(C)c1,-5,-6,8,0.02,-7,1.1,-17,3,24
FC(F)(F)c1cccc(CN2CCCCCC2)c1,7,.,.,-0.053,.,1,1,.,.
COC(=O)c1cc(NS(=O)(=O)c2ccc(NC(C)=O)cc2)cc(C(=O)OC)c1,-3,-2,-4,0.31,-5,1.1,3,-8,-2

# An excerpt from above with just Calb biofilm kill.
Compound	Calb biofilm kill
Cc1nn(Cc2ccccc2Cl)c(C)c1C(=O)Nc1nnc(C2CC2)s1	-1
Cc1cc(C)c(NC(=O)CN2CCOCCOCCOCCOCC2)c(C)c1	-5

# More compounds follow.
SMILES,Calb biofilm kill,F-actin modifier,TNFa cytotox,hDAT+cocaine,VCAM1 TNFa inh,MT1-MMP txn act,Smad3 inh,LYP inh 2,IL1B cytotox
CC(C)OC(=O)CSc1ncnc2c1cnn2Cc1ccccc1,-5,.,-16,-0.63,-1,1,-6,9,10
O=C(OCc1c(Cl)cccc1Cl)c1cnccn1,-2,-3,-12,0.22,14,1.2,-10,-7,-23
O=C(O)CC(CNS(=O)(=O)c1ccccc1)c1ccccc1 (stereo unspecified),17,.,.,-0.16,.,1,-4,.,.
Cc1ccccc1OCC(=O)NN1Cc2ccccc2C1=N,.,-6,7,-0.39,-7,.,.,6,-9
Cc1cc(N2CCN(C)CC2)nc2ccc(NC(=O)CCC(=O)NCc3ccco3)cc12,2,1,-24,0.11,7,1.1,12,2,0
Cc1nnc(SCC(=O)Nc2ncc(Cc3ccc(F)cc3)s2)n1N,9,5,6,1.2,-4,1.1,-3,-5,-1
O=[N+]([O-])c1ccc(-c2cc(-c3ccc(Cl)cc3)n[nH]2)cc1,.,3,-12,.,8,.,.,15,-4
